Screening results deposited in PubChem by National Center for Advancing Translational Sciences (NCATS).
B2AR arrestin – qHTS assay of beta-arrestin-biased ligands of beta2-adrenergic receptor; Beta-2 adrenergic receptor (Homo sapiens), P07550; beta-arrestin recruitment to beta2AR, cell-based reporter; Potency, µM (doses to about 46.1 µM), for the others: at the highest dose activation, usual class: activators; 0.02% of 330,000 active; AID 492947, 2010;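 note: potency is the fitted concentration of half-maximal effect; 0% = DMSO controls and full agonism = EC100 isoproterenol or metaproterenol; nearly all actives have a fitted effect of over 65% in size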
Giardia killer – Small Molecules that selectively kill Giardia lamblia: qHTS; 0.15% of 340,000 active; Giardia lamblia trophozoite viability; activity change, % at 7.66 µM, hits read low; in the data active = activity change below about -80%; inconclusive = between about -30% and that limit;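 note: parasites exposed to compound for two days anaerobically before the ATP read; % is set by controls: 0 for no effect and ±100 for the full control effect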
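Giardia trophozoites, 100 cells per well, were exposed to compounds for 48 hrs at 37 deg C under anaerobic conditions; viability was then read as ATP content by bioluminescence after 15-30 min at room temperature.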
GALK inhibitor – qHTS Assay for Inhibitors of Human Galactokinase (GALK); Purified GALK, Kinase-Glo residual ATP luminescence; Potency, µM (titrated, usually from 57.5 µM), without a hit: at the top dose activity change, negative = inhibition, actives largely listed as inhibitors; 0.007% of 270,000 active; AID 1868, 2009; note: potency is the fitted concentration of half-maximal effect; % is set by controls: 0 for no effect and ±100 for the full control effect
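Human GALK (5 nM) with 35 uM ATP and 100 uM galactose in 20 mM HEPES pH 8.0, 5 mM MgCl2, 60 mM NaCl, 1 mM DTT, 0.01% BSA. After 1 h at room temperature, leftover ATP was read by Kinase-Glo Plus luminescence.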
Integrin act MD – qHTS for Activators of Integrin-Mediated Alleviation for Muscular Dystrophy; alpha7betagal myoblasts, beta-gal FDG fluorescence, 48 h; Potency, µM (titrated, usually from 38.3 µM), inactives show at the highest dose activation, usual class: activators; 0.064% of 350,000 active;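 note: potency is the fitted concentration of half-maximal effect; 100% = response of the positive control SU9516; nearly all actives have a fitted effect of over 60% in size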
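alpha7betagal+/- myoblasts (passage 13, 250/well) treated 48 h at 37C with compounds at 1:260 dilution of DMSO stock. Lysed, then beta-galactosidase activity read as FDG fluorescence (ex 480/em 540) after 30 min, with pre-read for autofluorescence.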
FBPA coupling cs – qHTS Assay for Inhibitors of Fructose-1,6-bisphosphate Aldolase from Giardia Lamblia: Coupling assay counterscreen; coupling enzyme system counterscreen, AmpLite Red fluorescence; activity change, negative = inhibition, % at 58.2 µM, hits read low; 0.67% of 290,000 active; in the data active = activity change below about -30%; note: % is set by controls: 0 for no effect and ±100 for the full control effect
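Fluorescence at 525 nm excitation and 598 nm emission measured inhibition of the coupled detection system without aldolase. Compounds (at 57.5 uM final) were preincubated 10 min at room temperature with coupling enzyme reagent before a 20 min substrate/AmpLite Red step.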
BCR signal inh – qHTS Assay to Find Inhibitors of Chronic Active B-Cell Receptor Signaling; ABC-DLBCL IkBa-CBG/CBR reporter, luminescence ratio, 4 h; Potency, µM (series often up to 46.1 µM), inactives show at the highest dose ratio change, negative = lower green/red ratio, actives largely listed as inhibitors; 0.05% of 340,000 active; AID 493014, 2011; active = well fitted inhibition curve with a large enough effect in the signal ratio, with a control signal flat, not every such curve was filed as active; inconclusive = small, poorly fitted or top-dose-only effect, or effect the other way, or a change in a side signal; the % refers to the signal ratio;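 note: potency is the fitted concentration of half-maximal effect; plate controls were basal doxycycline-induced cells for no effect and cells given 10 µM MG132 for full effect; MG132 reads +100%, hits lower the ratio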
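TMD8 human ABC-DLBCL cells with doxycycline-inducible IκBα–green luciferase fusion and unfused red luciferase, in 0.5% FBS medium; compounds up to 46 uM, 4 h at 37C. Green/red luminescence ratio, filter-overlap corrected, fitted to concentration-response curves.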
Tb PFK inh – qHTS Assay to Find Inhibitors of T. brucei phosphofructokinase; T. brucei PFK, ADP-Glo luminescence; Potency, µM (series often up to 57.5 µM), for inactives: at the highest dose activity, negative = inhibition, actives largely listed as inhibitors; 0.17% of 330,000 active; AID 485367, 2010;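 note: potency is the fitted concentration of half-maximal effect; 0% = uninhibited 1x PFK enzyme wells and -100% = no-enzyme wells; nearly all actives have a fitted effect of over 60% in size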
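Activity is normalized to no-enzyme wells (full inhibition) and 1.25 nM enzyme wells (no inhibition). Reaction: 0.5 mM F6P, 0.1 mM ATP, 45 min RT, ADP-Glo luminescence; concentration-response curves fitted and classed by quality.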
PKM2 act – qHTS Assay for Activators of Human Muscle isoform 2 Pyruvate Kinase | 0.34% of 260,000 active | purified PKM2, Kinase-Glo ATP luminescence, activation; response scale: 0% is enzyme alone, no compound | AID 1631, 2009 | Pyruvate kinase PKM (Homo sapiens), P14618 | Potency, µM (doses to about 57.5 µM), for inactives: at the top dose activation, most hits filed as activators; note: potency is the fitted concentration of half-maximal effect; % is set by controls: 0 for no effect and ±100 for the full control effect; nearly all actives have a fitted effect of over 55% in size
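hPK-M2, >95% pure; 0.1 mM ADP / 0.5 mM PEP final; imidazole pH7.2 buffer w/ 7 mM MgCl2, 50 mM KCl; 1 h RT; Kinase-Glo lum. Intermediate enzyme activity for dual inhibitor/activator qHTS.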
TSG101-PTAP inh – qHTS Assay for Iinhibitors of HIV-1 Budding by Blocking the Interaction of PTAP/TSG101; Potency, µM (titrated, usually from 115 µM), for inactives: top-dose activity change, negative = inhibition, hits mostly inhibitors; AID 493005, 2010; 340,000 tested, under 10 active; Tumor susceptibility gene 101 protein (Homo sapiens), Q99816; Fluorescence polarization, FITC-PTAP peptide / Tsg101 binding; active = well fitted inhibition curve with a large enough effect in the main read-out, with a control signal flat, not every such curve was filed as active; inconclusive = small, poorly fitted or top-dose-only effect, or effect the other way, or a change in a side signal; inactive = no such curve, though single readings can be large or run the other way; note: potency is the fitted concentration of half-maximal effect; % of control where 0% means no effect
Target sequence (Q99816 whole entry, looked up): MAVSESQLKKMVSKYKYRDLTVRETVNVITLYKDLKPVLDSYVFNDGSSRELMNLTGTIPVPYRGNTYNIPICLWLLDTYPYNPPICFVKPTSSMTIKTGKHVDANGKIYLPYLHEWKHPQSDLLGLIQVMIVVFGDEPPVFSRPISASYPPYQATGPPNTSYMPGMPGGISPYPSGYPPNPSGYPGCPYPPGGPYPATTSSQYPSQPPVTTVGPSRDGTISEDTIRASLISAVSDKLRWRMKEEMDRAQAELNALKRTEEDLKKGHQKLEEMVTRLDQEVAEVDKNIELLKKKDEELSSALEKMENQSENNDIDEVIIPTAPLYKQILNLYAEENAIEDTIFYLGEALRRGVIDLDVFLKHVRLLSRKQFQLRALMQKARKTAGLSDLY
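Steps: Tsg101 binding domain dispensed (10 uM final), compounds pinned in DMSO, FITC-labeled PTAP-motif peptide added (50 nM final); after 20 min binding at room temperature, polarization measured.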
ASM inhibitor – Inhibitors of Secretory Acid Sphingomyelinase (S-ASM): qHTS | Potency, µM (top dose mostly 57.5 µM), inactives show at the highest dose activity change, negative = inhibition, usual class: inhibitors | placental ASM, HMU-PC fluorogenic substrate, 60 min | 0.006% of 340,000 active | Sphingomyelin phosphodiesterase (Homo sapiens), P17405; note: potency is the fitted concentration of half-maximal effect
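qHTS format. ASM enzyme prepared from human placenta hydrolyses the fluorogenic substrate HMU-PC0 (9 uM final) over 60 min at 37 °C after a 10 min compound preincubation.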
Menin-MLL TR inh – qHTS Assay for Inhibitors Targeting the Menin-MLL Interaction in MLL Related Leukemias: Competition With Texas Red Labeled MLL-derived Mutant Peptide. Potency, µM (series often up to 61.6 µM), without a hit: at the highest dose FP activity change, negative = inhibition, hits mostly inhibitors. 0.23% of 270,000 active. Menin + Texas Red MLL mutant peptide, fluorescence polarization. O00255; active = well fitted inhibition curve with a large enough effect in the polarisation, with a control signal flat, not every such curve was filed as active; inconclusive = small, poorly fitted or top-dose-only effect, or effect the other way, or a change in a side signal; inactive = no such curve, though single readings can be large or run the other way; the % refers to the polarisation; note: potency is the fitted concentration of half-maximal effect; % of control where 0% means no effect; many of its hits are not listed in these tables
Target sequence (O00255 whole entry, looked up): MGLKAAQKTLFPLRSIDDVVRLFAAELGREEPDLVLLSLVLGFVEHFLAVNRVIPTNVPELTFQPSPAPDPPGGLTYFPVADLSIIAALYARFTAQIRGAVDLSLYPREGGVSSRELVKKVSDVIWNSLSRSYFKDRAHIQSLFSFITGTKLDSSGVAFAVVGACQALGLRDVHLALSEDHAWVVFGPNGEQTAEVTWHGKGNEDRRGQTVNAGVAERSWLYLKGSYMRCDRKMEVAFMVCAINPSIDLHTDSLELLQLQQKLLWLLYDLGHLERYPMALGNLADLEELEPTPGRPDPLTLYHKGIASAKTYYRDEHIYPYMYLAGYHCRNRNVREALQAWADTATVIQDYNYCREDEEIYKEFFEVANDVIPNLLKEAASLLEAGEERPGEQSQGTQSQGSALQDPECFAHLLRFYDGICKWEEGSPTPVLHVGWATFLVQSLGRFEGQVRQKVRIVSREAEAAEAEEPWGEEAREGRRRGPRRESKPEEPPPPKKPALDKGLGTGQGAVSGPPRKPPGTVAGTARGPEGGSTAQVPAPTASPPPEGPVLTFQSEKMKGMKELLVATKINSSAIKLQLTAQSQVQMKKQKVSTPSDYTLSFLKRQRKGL
Active calls of the source: *; ? = inconclusive; . = no result given; [ ] = dose if it differs, or a comment. Unless noted, calls come from the whole dose curve; as a rule, active = well fitted curve in the direction sought with a large enough effect; inconclusive = small, poorly fitted or top-dose-only effect, or another doubt; inactive = no such curve, though single readings can be large; an effect the other way counts as inactive or inconclusive. Only part of the results is shown (hit frequency here may not be typical).

SMILES	B2AR arrestin	Giardia killer	GALK inhibitor	Integrin act MD	FBPA coupling cs	BCR signal inh	Tb PFK inh	PKM2 act	TSG101-PTAP inh	ASM inhibitor	Menin-MLL TR inh
COc1ccc(N2CCN(Cc3cc(=O)c(OCC(=O)NC4CCCC4)co3)CC2)cc1	-0.6%	-15	.	1%	.	-3%	20%	.	-5%	.	.
CC1=CC(=O)C=C(C)C1=NOS(=O)(=O)c1ccccc1	0.0%	13	1%	-44%[inhibitor]	-87*	?	-6%	12%	-2%	-1%	.
CCCn1c(C(O)c2ccc(OCC)cc2)nc2ccccc21 (centres undefined)	0.5%	4	2%	-20%	-2	0%	-9%	2%	-2%	3%	-4%[11.7 µM]
CCOC(=O)CCS(=O)(=O)c1ccc(-c2ccc(S(=O)(=O)CCC(=O)OCC)cc2)cc1	0.3%	-13	-1%	-6%	4	-1%	-8%	-6%	1%	0%	-8%
O=C(N/N=C/c1ccccn1)c1cccc(NC(=O)c2ccccc2Cl)c1	0.5%	?	.	4%	2	?	2%	.	-3%	-2%	-14%
O=C(O)C1CCN(C(=O)COc2ccc3c4c(c(=O)oc3c2)CCCC4)CC1	-0.8%	-5	.	33%	1	-19%	0%	-1%	-6%	-1%	-1%
CC(=O)Nc1ccc(NC(=O)C2CCCN2/C=C/C(=O)C(F)(F)F)cc1 (centres undefined)	-1.0%	-15	6%	-1%	-9	?	-1%	-1%	-2%	-2%	1%
CCCC[C@H]1COCCS(=O)(=O)N1Cc1cccc([N+](=O)[O-])c1	-0.5%	3	.	-6%	1	-13%	-2%	0%	-12%	1%	-2%
CC(C)(CNS(=O)(=O)c1ccc2ccccc2c1)N1CCOCC1	-2.0%	8	.	12%	.	2%	1%	.	2%	0%	.
Cc1ccc(Cl)cc1N1CCN(Cc2nnnn2C2CCCCC2)CC1	0.1%	-11	6%	-22%	-2	0%	3%	-12%	-2%	-8%	?
O=c1[nH]cnc2nn(-c3ccccc3)nc12	0.1%	13	-1%	-5%	1	?	-5%	-10%	-1%	0%	3%
CC(C)(C)OC(=O)N1CCC[C@H]1c1nnc(SCc2ccccc2)o1	0.3%	4	0%	17%	2	4%	1%	-5%	-1%	7%	.
O=C(CSc1nnc2ccccn12)NCc1ccco1	0.4%	-11	0%	-18%	0	10%	-1%	2%	-4%	5%	-16%
COc1ccc(NC(=O)C2CCCN2C(=O)NC2CCCCC2)cc1 (centres undefined)	-0.8%	1	-2%	-54%[inhibitor]	2	1%	0%	-1%	-3%	3%	2%
O=C(C1CCCCC1)N(Cc1nc2sc3c(c2c(=O)[nH]1)CCCC3)Cc1cccs1	-0.4%	-10	-1%	-37%	1	-1%	4%	23%	-1%	-15%	4%
C=CCc1ccc(OCC(O)CN2CCc3ccccc3C2)c(OC)c1 (centres undefined)	2.4%	49[activator]	2%	25%	0	-11%	-1%	-1%	-5%	0%	-25%
CCn1c(-c2cc3ccccc3cc2O)n[nH]c1=S	-0.2%	8	1%	15%	-6	9%	2%	-2%	-3%	174%[activator]	4%
COC(=O)CNC(=O)C(NC(=O)c1ccc(Cl)cc1)C(C)C (centres undefined)	0.0%	-29	1%	6%	2	0%	-3%	2%	-10%	-2%	6%
CC(C)(C)OC(=O)N1CCC(c2c(C(=O)NC3CC3)cnn2-c2ccccc2)CC1	-0.2%	9	1%	-13%	1	-4%	0%	.	-8%	1%	-16%
Cc1cc(N2CCN(c3ncccn3)CC2)nc2c(C)cccc12	-0.3%	7	.	0%	1	-1%	0%	.	1%	22%	29%
C=CCSc1nnc(NC(=O)c2ccc(N3CCCC3=O)cc2)s1	-0.1%	-16	.	4%	.	7%	3%	.	-1%	-4%	.
Cn1cc(Br)c(C(=O)NNC(=O)c2ccc(Br)cc2)n1	-0.9%	-1	2%	-2%	7	?	-2%	-9%	-1%	2%	-8%
O=C(CNC(=O)c1cccs1)Nc1ccc(N2CCOCC2)cc1	0.3%	5	.	15%	.	-1%	-4%	.	-1%	0%	.
Cc1nc2nc(SCC(=O)c3ccc([N+](=O)[O-])cc3)[nH]c2cc1Br	0.0%	-23	-1%	15%	-2	14%	6%	3%	-10%	0%	?
O=C(Cn1ccc2ccccc2c1=O)NCCC(=O)N1CCN(c2cccc(Cl)c2)CC1	0.5%	12	0%	-13%	1	-20%	24µM*	9%	-2%	-2%	-6%

Continuation.
SMILES	B2AR arrestin	Giardia killer	GALK inhibitor	Integrin act MD	FBPA coupling cs	BCR signal inh	Tb PFK inh	PKM2 act	TSG101-PTAP inh	ASM inhibitor	Menin-MLL TR inh
COc1ccc(Cn2ccnc2SCC(=O)Nc2ccccc2F)cc1	-0.2%	-7	-5%	-34%	.	-13%	-5%	1%	-3%	0%	.
Cc1cc(C)c2nc(NCc3ccccc3O)sc2c1	-0.3%	18	-4%	28%	-2	3%	2%	.	-5%	-14%	?
COc1ccc(CCNC(=O)C(=O)NCC2OCCN2C(=O)c2ccc(Cl)cc2)cc1OC (centres undefined)	0.3%	29	0%	3%	.	4%	2%	6%	-3%	-1%	.
CCN(CC)CCn1c(=S)[nH]c2cc3c(cc2c1=O)OCO3	-3.9%	6	-2%	-2%	.	-1%	-13%	-5%	-3%	-1%	3%
CCCC[n+]1c(C)sc2cc(OC)ccc21	-0.7%	11	0%	6%	1	15%	4%	-5%	-4%	-2%	18%
COc1cc(/C=C2\C(=N)N3N=C(C)SC3=NC2=O)cc(Cl)c1OCCOc1ccc(NC(C)=O)cc1	-1.6%	23	-10%	-21%	0	-12%	0%	.	1%	0%	10%
Cc1ccc(C(=O)NNc2nc3ccccc3nc2C(F)(F)F)cc1	0.3%	-11	-2%	2%	0	0%	1%	8%	-3%	-2%	7%
CCN(CC(=O)NCc1ccc(F)cc1)C(=O)c1ccc(COc2ccccc2)cc1	0.4%	10	-3%	-19%	1	11%	-1%	-1%	1%	4%	-1%
C[C@H](CO)N1C[C@H](C)[C@@H](CN(C)Cc2ccc3c(c2)OCO3)Oc2ccc(NC(=O)Cn3cnnn3)cc2C1=O	-0.2%	-10	.	-8%	.	3%	7%	.	-3%	1%	.
CCOC(=O)c1cc(CC)sc1NC(=O)CN1CCN(C(=O)C2CCCO2)CC1 (centres undefined)	-1.2%	-9	-3%	-16%	.	-6%	1%	-8%	-6%	1%	.
CCc1ccc(CNC(=O)CCc2nc(-c3cccs3)no2)cc1	-0.7%	-25	1%	-7%	3	-1%	3%	4%	-2%	-7%	-1%
COCC(=O)N1CCCN(c2nc3c(C)cccc3cc2C#N)CC1	0.3%	4	0%	1%	-6	?	-1%	-2%	-6%	186%	-1%
CC(=O)c1cccc(NC(=O)CCS(=O)(=O)c2cc3c(cc2C)NC(=O)CO3)c1	-0.3%	-13	0%	-24%	.	-2%	-1%	.	-1%	4%	.
CN1C(=O)NC(c2ccccc2[N+](=O)[O-])C2=C1CCCC2=O (centres undefined)	0.1%	-16	3%	12%	-9	8%	12%	.	?	2%	-17%
COc1ccc(-n2c(=S)[nH]c3cc(C(=O)NCCCN4CCOCC4)ccc3c2=O)cc1	-0.5%	-1	9%	0%	0	1%	5%	-4%	0%	-2%	-4%

Profiles as entered above. Order of values: B2AR arrestin | Giardia killer | GALK inhibitor | Integrin act MD | FBPA coupling cs | BCR signal inh | Tb PFK inh | PKM2 act | TSG101-PTAP inh | ASM inhibitor | Menin-MLL TR inh
COc1cc(/C=C2\C(=N)N3N=C(C)SC3=NC2=O)cc(Cl)c1OCCOc1ccc(NC(C)=O)cc1 reads -1.6% | 23 | -10% | -21% | 0 | -12% | 0% | . | 1% | 0% | 10%
COc1ccc(-n2c(=S)[nH]c3cc(C(=O)NCCCN4CCOCC4)ccc3c2=O)cc1 reads -0.5% | -1 | 9% | 0% | 0 | 1% | 5% | -4% | 0% | -2% | -4%
